Mtb BioA inh: BioA (M. tuberculosis) enzyme inhibition; purified M. tuberculosis BioA enzyme, plate reader; inhibition, % at 9.99 µM; actives 0.096% (n = 360,000); in the data active = inhibition above about 40%; inconclusive = no clear call, values can overlap the other calls
CCHF vOTU inh: CCHFV vOTU protease inhibition; Pep-AMC fluorescence; inhibition, % at 11.5 µM; actives 0.55% (n = 370,000); AID 651958; note: 0% = vehicle wells with enzyme and 100% = no enzyme wells
MazF activator: increases E. coli MazEF RNase cleavage of RNA | P0AE70 | FAM/BHQ RNA-DNA oligo cleavage fluorescence, 5 h | activation, % at 20 µM | actives 0.32% (n = 350,000); in the data active = activation above about 50%
Target sequence (P0AE70 whole entry, looked up): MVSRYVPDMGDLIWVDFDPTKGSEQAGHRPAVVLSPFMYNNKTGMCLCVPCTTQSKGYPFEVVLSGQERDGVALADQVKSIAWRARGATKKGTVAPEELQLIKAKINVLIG
FadD28 FP inh: M. tuberculosis FadD28 bisubstrate binding inhibition; inhibition, % at 12.5 µM; AID 588549; actives 0.22% (n = 360,000); FadD28 bisubstrate probe binding, fluorescence polarization; in the data active = inhibition above about 8.5%, passing the limit was not always enough; inconclusive = no clear call, values can overlap the other calls
BoNT-F LC inh: BoNT F light chain protease inhibition; Multiplex microsphere protease cleavage assay, flow cytometry; inhibition, % at 10 µM; actives 0.22% (n = 360,000); in the data active = inhibition above about 35%, passing the limit was not always enough; inconclusive = no clear call, values can overlap the other calls; note: plate controls were buffer without enzyme for full effect and enzyme alone for no effect
DUSP3 inh: inhibitors of human VHR1 phosphatase (DUSP3). P51452. recombinant VHR phosphatase, pNPP absorbance. inhibition, % at 13.3 µM. actives 0.52% (n = 290,000); in the data active = inhibition above about 50%; note: some compounds called inactive have numbers as strong as hits
Mtb UGM inh: inhibitors of M. tuberculosis UDP-galactopyranose mutase | P9WIQ1 | purified UGM, fluorescence polarization probe displacement | inhibition, % at 10 µM | actives 0.06% (n = 320,000) | AID 504406; in the data active = inhibition above about 10%, passing the limit was not always enough; inconclusive = no clear call, values can overlap the other calls
Rv3671c protease: inhibitors of M. tuberculosis serine protease Rv3671c; P9WHR9; inhibition, % at 5.96 µM; actives 0.048% (n = 320,000); AID 2606; in the data active = inhibition above about 38%;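 note: extracellular domain of Rv3671c used as enzyme; 0% = enzyme with DMSO and 100% = no enzyme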
Target sequence (P9WHR9 whole entry, looked up, the tested form may be a part): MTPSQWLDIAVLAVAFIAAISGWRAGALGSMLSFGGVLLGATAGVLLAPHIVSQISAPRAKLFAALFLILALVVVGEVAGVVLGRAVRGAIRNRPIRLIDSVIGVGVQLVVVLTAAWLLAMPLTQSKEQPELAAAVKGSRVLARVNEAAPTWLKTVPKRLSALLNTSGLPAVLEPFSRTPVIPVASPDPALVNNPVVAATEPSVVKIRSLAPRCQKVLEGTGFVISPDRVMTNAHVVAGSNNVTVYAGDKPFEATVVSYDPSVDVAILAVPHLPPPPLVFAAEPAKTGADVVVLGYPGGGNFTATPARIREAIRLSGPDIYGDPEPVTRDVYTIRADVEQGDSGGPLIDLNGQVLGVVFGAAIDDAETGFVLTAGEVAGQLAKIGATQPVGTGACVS
GDH-TPI inh: GDH-TPI coupled enzyme inhibition counter-screen | GDH-TPI coupled enzyme counterscreen, NADH absorbance | inhibition, % at 4.8 µM | actives 1.2% (n = 360,000) | AID 588335;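 note: 0% = DMSO wells and 100% = wells lacking the enzyme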
Mtb FBA inh: inhibitors of M. tuberculosis fructose-bisphosphate aldolase. P9WQA3. purified M. tuberculosis FBA, fluorescence read-out. inhibition, % at 1 µM. actives 2.3% (n = 360,000). AID 588726; in the data active = inhibition above about 27%;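 note: 0% = vehicle and 100% = reference inhibitor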
Target sequence (P9WQA3 whole entry, looked up): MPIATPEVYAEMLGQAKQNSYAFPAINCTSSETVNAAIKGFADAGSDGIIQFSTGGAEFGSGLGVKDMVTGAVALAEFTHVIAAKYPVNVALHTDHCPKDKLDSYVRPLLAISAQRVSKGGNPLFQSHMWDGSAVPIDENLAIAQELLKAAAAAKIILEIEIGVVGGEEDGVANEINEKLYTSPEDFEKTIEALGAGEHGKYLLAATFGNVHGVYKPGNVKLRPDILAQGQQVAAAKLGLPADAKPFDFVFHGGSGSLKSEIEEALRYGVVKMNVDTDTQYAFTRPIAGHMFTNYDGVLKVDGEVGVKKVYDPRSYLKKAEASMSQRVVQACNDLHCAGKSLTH
* hit, by the source's call; u = inconclusive; x = no result given. Cut-off read from the data, not from the text of the source, unless noted: active = inhibition above about 30%; inactive = the rest.

SMILES | Mtb BioA inh | CCHF vOTU inh | MazF activator | FadD28 FP inh | BoNT-F LC inh | DUSP3 inh | Mtb UGM inh | Rv3671c protease | GDH-TPI inh | Mtb FBA inh
O=C(COC(=O)c1cccc(S(=O)(=O)NCc2ccccc2)c1)NC1CC1 | -0.4 | 9 | -3 | -2.9 | x | x | 1.3 | -5 | 1 | 6
Cc1ccc(C2=NNC3(CCOC(C)(C)C3)S2)cc1 (stereo not given) | x | 6 | 3 | -0.5 | -8 | 9 | -1.6 | 4 | 5 | 0
Cc1cc(N2CCCC2)c(F)cc1/C=C\[N+](=O)[O-] | x | 8 | 27 | -1.0 | 22 | -26 | x | x | 2 | 1
COc1cccc(NS(=O)(=O)c2ccc3[nH]cc(C(=O)NCCC(C)C)c(=O)c3c2)c1 | -0.9 | 21 | 1 | -11 | -2 | 7 | -4.9 | -40 | 8 | -3
Cc1ccc(C)c(S(=O)(=O)N2CCN(C(=O)CCNS(=O)(=O)c3ccc(C)c(C)c3)CC2)c1 | -0.3 | 8 | 1 | 0.0 | -6 | x | -1.2 | -7 | 4 | 2
Cc1ccc(-c2ccc(CN3C(C)C(=O)N(Cc4cn(CC5CCCCC5)nn4)CCS3(=O)=O)cc2)cc1 (stereo not given) | -2.5 | 17 | 8 | -0.5 | 2 | x | x | x | 1 | 2
Oc1ccc(C2=NNC(=NCc3ccc4c(c3)OCO4)SC2)c(O)c1 | 0.2 | -12 | 6 | -1.6 | -4 | 13 | 0.3 | 21 | 7 | -9
Cc1ccc(C)c(N(CC(=O)NCc2ccccc2)C(=O)c2csnn2)c1 | -3.8 | 9 | 0 | -0.4 | -3 | 5 | -1.2 | -3 | -1 | 0
Cc1cccc(N2CCN(C(=S)c3ccccc3)CC2)c1 | 0.9 | -3 | -8 | -1.6 | -8 | 1 | 0.8 | 2 | -8 | 0
O=c1c2cc(NC(=S)NC3CCCCC3)ccc2nc2n1CCCCC2 | x | 10 | 5 | 3.0 | -2 | -2 | 2.3 | -7 | 11 | -1
O=C(c1cc2ccccc2c(=O)o1)N1CCCCCC1 | x | 5 | 3 | -0.8 | -6 | 1 | 1.5 | 11 | -3 | -1
CCOc1cc2c(cc1OCC)-n1cccc1C(c1cc(OC)ccc1F)NC2 (stereo not given) | -0.1 | 12 | 1 | -3.4 | -7 | -9 | -6.9 | 1 | 1 | 1
CC(NC(=O)Cn1ncc(Cl)c(Cl)c1=O)C12CC3CC(CC(C3)C1)C2 (stereo not given) | x | x | 0 | -4.1 | -2 | -3 | -0.6 | 0 | 4 | -4
O=C(NC(=S)Nc1ccc(S(=O)(=O)Nc2ccccc2)cc1)C1CC1 | x | 2 | 2 | 1.2 | -2 | 6 | 3.1 | -15 | 4 | -1
O=C(Cc1nnc(NC(=O)c2ccccc2)s1)N/N=C/c1cccc(O)c1 | 0.0 | -3 | 6 | -2.4 | -9 | 12 | 3.9 | -24 | -5 | -4

Compound profiles, as listed above.
`O=C(c1cc2ccccc2c(=O)o1)N1CCCCCC1` reads Mtb BioA inh = x; CCHF vOTU inh = 5; MazF activator = 3; FadD28 FP inh = -0.8; BoNT-F LC inh = -6; DUSP3 inh = 1; Mtb UGM inh = 1.5; Rv3671c protease = 11; GDH-TPI inh = -3; Mtb FBA inh = -1
`Cc1cc(N2CCCC2)c(F)cc1/C=C\[N+](=O)[O-]` reads Mtb BioA inh = x; CCHF vOTU inh = 8; MazF activator = 27; FadD28 FP inh = -1.0; BoNT-F LC inh = 22; DUSP3 inh = -26; Mtb UGM inh = x; Rv3671c protease = x; GDH-TPI inh = 2; Mtb FBA inh = 1
`O=C(NC(=S)Nc1ccc(S(=O)(=O)Nc2ccccc2)cc1)C1CC1` reads Mtb BioA inh = x; CCHF vOTU inh = 2; MazF activator = 2; FadD28 FP inh = 1.2; BoNT-F LC inh = -2; DUSP3 inh = 6; Mtb UGM inh = 3.1; Rv3671c protease = -15; GDH-TPI inh = 4; Mtb FBA inh = -1

Next part:
SMILES | Mtb BioA inh | CCHF vOTU inh | MazF activator | FadD28 FP inh | BoNT-F LC inh | DUSP3 inh | Mtb UGM inh | Rv3671c protease | GDH-TPI inh | Mtb FBA inh
CC12CCC3c4ccc(O)cc4CCC3C1CC(O)C2O (stereo not given) | -0.9 | -2 | 0 | -1.0 | 6 | x | 6.4 | 6 | 2 | 5
CN(C(=O)CC1C(=O)NCCN1Cc1cccc(F)c1F)C1CC(C)(C)NC(C)(C)C1 (stereo not given) | -0.2 | 22 | -1 | -4.0 | -9 | 19 | -0.1 | -2 | -3 | -1
COc1ccc(C(=O)NCCc2c[nH]c3ccccc23)cc1S(=O)(=O)N1CCCCC1C (stereo not given) | 5.7 | 3 | -8 | 62* | -4 | x | -1.2 | -16 | 4 | 0
CCCC(=O)N=c1sc2c(OC)ccc(OC)c2n1C | x | -5 | 2 | -2.0 | 2 | 8 | -0.5 | 1 | 9 | 5
CCOC(=O)c1nc(SC)n(C)c1C(=O)OCC | -1.4 | -10 | 0 | -1.5 | u | 6 | -0.7 | x | 5 | 3
O=C(NNC(=O)c1ccccc1F)c1ccc(NS(=O)(=O)c2ccc(F)cc2)cc1 | -0.8 | -2 | 3 | 1.9 | -4 | x | x | x | 0 | 0
COc1ccc(CC(=O)n2c(CC#N)nc3ccccc32)cc1OC | -1.1 | 0 | -1 | -0.6 | -8 | 18 | -2.8 | 1 | 11 | -1
COC(=O)c1sccc1-c1ccc(C(=O)Nc2cccc(Cl)c2)o1 | -1.6 | -1 | 0 | 1.2 | -19 | 1 | -0.7 | -98 | -1 | 7
NS(=O)(=O)c1ccc(N/N=C/c2ccc3c(c2)OCO3)c([N+](=O)[O-])c1 | x | 4 | 5 | -1.9 | -2 | 21 | 0.5 | 2 | 6 | -1
c1ccc(COc2ccc(OCCCN3CCCCC3)cc2)cc1 | 0.0 | 6 | 11 | -1.9 | -14 | 17 | 0.7 | -4 | 12 | 3
CCN(CC(=O)NC(C)C)Cc1nc2sc3c(c2c(=O)[nH]1)CCC3 | x | 16 | 1 | -1.0 | -1 | 4 | -1.3 | -1 | 0 | 2
CCOC(=O)N1CCN(S(=O)(=O)c2c(C)nn(C)c2C)CC1 | -1.2 | 4 | -3 | -5.1 | 0 | 29 | -0.6 | 3 | -10 | 6
CCc1sc(C(=O)Nc2ccc3c(c2)OCCO3)cc1Br | -0.9 | 0 | x | -1.9 | 0 | 22 | -0.1 | -8 | 10 | 2
Cc1ccc(C(=O)Nc2ccc(CN3CCS(=O)(=O)CC3)cc2)cc1C | x | 1 | 14 | -0.9 | u | 10 | -1.5 | -9 | 6 | 4
Cc1nc2ccc(S(=O)(=O)NC(C(=O)Nc3nc4ccc(Cl)cc4s3)C(C)C)cc2s1 (stereo not given) | -0.3 | -1 | -9 | -2.3 | 4 | 29 | 3.2 | -15 | -1 | 0
COc1ccc(F)cc1-c1cc(NC(C)=O)c2ncc(-c3cccc(C(F)(F)F)c3)n2c1 | -2.6 | 17 | x | -2.9 | -5 | x | x | x | 0 | 2
CSc1nnc(CNS(=O)(=O)c2ccc(Cl)cc2)n1C | x | -2 | 11 | -0.6 | -2 | 17 | 5.4 | -1 | 11 | 0
Cn1c(Cn2c(=O)sc3ccccc32)nnc1SCc1ccccn1 | -4.6 | -6 | 7 | -2.9 | 4 | 26 | 0.5 | 11 | -6 | -1
Cc1cc(N2CCN(C3CCCCC3)CC2)nc2cccc(O)c12 | 0.2 | 4 | 15 | -0.1 | -30 | 1 | 4.1 | 12 | 5 | 3
Fc1ccc(C2CCCCN2Cc2nc(CC3CC3)no2)cc1 (stereo not given) | x | 1 | 0 | -4.0 | -3 | 0 | 0.1 | 8 | 0 | -1
O=C(Nc1ccc(Cl)cc1)c1cccs1 | 0.8 | 16 | 6 | -4.6 | -5 | 1 | 0.7 | 1 | 0 | -5
COc1cc(-c2nc3ccc(C)cn3c2Nc2ccc3c(c2)OCCO3)ccc1O | 1.4 | 1 | -3 | -2.3 | -9 | -6 | 0.0 | -3 | 13 | 25
CCOc1ccccc1C(=O)NCC(=O)NNC(=O)CN(C)S(=O)(=O)c1ccc(Cl)cc1 | -4.2 | -9 | -13 | 0.7 | 12 | x | 1.3 | -12 | 16 | 4
Cc1ccc(C)c(N2CCN(C(=O)CCCn3c(=S)[nH]c4cc5c(cc4c3=O)OCO5)CC2)c1 | -0.5 | 8 | -10 | -2.4 | -8 | -5 | 0.1 | -21 | 23 | -5
Cc1ncc([N+](=O)[O-])n1CCOC(=O)NC(NCc1cccnc1)C(Cl)(Cl)Cl (stereo not given) | x | 8 | 5 | -1.9 | -4 | 35 | 0.3 | -3 | 11 | -2
O=C(NCCc1cccc(Cl)c1)c1cccc(-n2cnnn2)c1 | 0.8 | 9 | 0 | -5.1 | 2 | x | x | x | 2 | -1
Cn1c2nc(=O)n(-c3ccccc3)c(=O)c-2nc2c1CCCC2 | x | x | -158 | 1.4 | -2 | x | x | x | 19 | 184*
CNC(=O)C1Cc2c(-c3cccc(F)c3)ccnc2O1 (stereo not given) | -1.0 | 17 | x | -0.9 | 11 | x | x | x | 8 | 3
Cc1ccc(OCC(O)CN2C(=O)NC(C)(C)C2=O)cc1 (stereo not given) | 0.1 | 2 | 1 | -1.6 | u | 26 | 4.0 | 3 | -2 | -3
N#CCC(CNc1ncc(C(F)(F)F)cc1Cl)OC(=O)c1ccc(Cl)cc1 (stereo not given) | -1.6 | 12 | -4 | -7.4 | -11 | 4 | 1.7 | -12 | -6 | -2
Cc1cccc(C(=O)OCC(=O)NN2C(=O)NC3(CCCCC3)C2=O)c1 | 0.3 | -5 | 4 | 0.1 | -2 | x | 2.2 | -1 | 1 | 4
O=C(/C=C\c1ccco1)Nc1nc(-c2ccc3ccccc3c2)cs1 | x | -13 | -6 | -0.6 | -7 | 0 | -2.1 | -168 | 36* | 2
CCn1c(-c2cccc(Cl)c2)n[nH]c1=S | -0.2 | -6 | -3 | -4.0 | 4 | 19 | -1.5 | -1 | -1 | 11
Cc1cccc(N(Cc2cc(=O)[nH]c3ccccc23)C(=O)C(C)C)c1 | -0.7 | 15 | 5 | -2.3 | -3 | 17 | -0.5 | 1 | 6 | 1
CCCCCOc1ccc(/C=C/C(=O)NCCc2nc3ccccc3[nH]2)cc1OC | x | 3 | 6 | -0.6 | 0 | 15 | -1.4 | -1 | 19 | 5
CC(=O)Oc1ccc2c(c1)c(C(C)=O)c(C)n2C | x | -3 | -1 | -0.6 | -9 | 19 | 0.9 | -1 | 17 | 5
Cc1cc([N+](=O)[O-])c2ccccc2c1NS(=O)(=O)c1ccccc1 | 2.1 | 5 | 2 | -4.2 | -7 | x | x | x | -4 | -6
Cc1nn(-c2ccccc2)c(C)c1/C=N/NC(=O)c1cc(-c2ccc(Cl)s2)[nH]n1 | -1.9 | -4 | -15 | -8.8 | -10 | 31 | -4.8 | -64 | 27 | -3
CC(=O)c1ccn(S(=O)(=O)c2ccc(Cl)cc2)c1 | 3.1 | -6 | 5 | -2.5 | 5 | 27 | -5.3 | 6 | 5 | 1
CC(=O)c1ccc(S(=O)(=O)Nc2ccc3c(c2)OCO3)cc1 | 1.0 | 7 | -2 | -1.0 | 2 | x | 0.0 | -1 | 1 | 4
CC(=O)c1c(C(C)=O)c(C)n(-c2ccc(C(=O)O)cc2)c1C | -0.2 | -2 | 5 | -0.5 | -8 | 10 | 1.1 | 0 | 1 | 0
CCC(=O)Nc1ccc2oc(-c3ccccc3Br)nc2c1 | -1.4 | 5 | -10 | -2.4 | -2 | 2 | -2.1 | -5 | 17 | 18

Screening results deposited in PubChem BioAssay by several laboratories.
